Compound activity: PubChem, National Center for Advancing Translational Sciences (NCATS)
USP1 inh = inhibitors of human USP1/UAF1 deubiquitinase | O94782 | recombinant USP1/UAF1, Ub-Rhodamine cleavage fluorescence | Potency, µM (doses to about 57.1 µM), without a hit: at the highest dose activity change, negative = inhibition, most hits filed as inhibitors | hit rate 0.23% among 390,000; also: potency is read from the fitted curve at half-maximal effect; % is scaled to controls: 0 for no effect and ±100 for the full control effect; nearly all actives have a fitted effect of over 60% in size; inactives centre near -12
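USP1/UAF1 complex at 1 nM was preincubated with compound for 15 min at room temperature, then Ub-Rho substrate (150nM final) was added. Fluorescence (480/540 nm) was read kinetically, 6 reads every 60 seconds.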
Vif-APOBEC3G blk = inhibitors of Vif-APOBEC3G interaction; Q9HC16; HeLa A3G-eYFP + Vif (tagged APOBEC3G with the HIV-1 protein that degrades it), YFP fluorescence, overnight; Potency, µM (top dose mostly 46.1 µM), without a hit: at the highest dose activity, negative = active, usual class: inhibitors; hit rate 0.076% among 410,000; AID 602310;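 also: potency is read from the fitted curve at half-maximal effect; % is scaled to controls: 0 for no effect and ±100 for the full control effect; nearly all actives have a fitted effect of over 60% in size; hits raise eYFP signal because A3G escapes Vif-driven loss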
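HeLa cells stably expressing Vif and C-terminally eYFP-tagged A3G, seeded overnight at 37 deg C, then exposed to compound by pintool overnight at 37 deg C. Rise in yellow fluorescence (Ex 488/Em 500-530, Acumen) marks blocked Vif-driven A3G degradation.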
Glioma ERSR ind = induces the endoplasmic reticulum stress response in human glioma cells | hit rate 0.02% among 420,000 | AID 602332 | U87-MG GRP78 promoter luciferase reporter, 16 h | Potency, µM, for the others: at the top dose activation, hits mostly activators; also: potency is read from the fitted curve at half-maximal effect; series mostly up to about 76 µM; % of control where 0% means no effect; nearly all actives have a fitted effect of over 35% in size
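Stably transfected U87-MG human glioma cells carrying a GRP78-based luminescent sensor were seeded at 1000 cells/well, pin-dosed with compounds and incubated 16 h. Luciferase reagent was then added, and end-point luminescence was read after 10 min at room temperature.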
mIDH1 inhibitor = human IDH1 R132H inhibition. IDH1-R132H enzyme, NADPH consumption, diaphorase/resazurin fluorescence. Potency, µM (titrated, usually from 76.6 µM), for inactives: top-dose activity change, negative = inhibition, actives largely listed as inhibitors. hit rate 0.093% among 390,000; also: potency is read from the fitted curve at half-maximal effect; % is scaled to controls: 0 for no effect and ±100 for the full control effect; nearly all actives have a fitted effect of over 65% in size
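IDH1-R132H (0.5 ug/mL) preincubated 30 min with compound, then NADPH (0.016 mM) and alpha-KG (2 mM) added; 80 min at RT, pH 7.5. Remaining NADPH coupled via diaphorase/resazurin to fluorescence (540/590 nm); concentration-response curves normalized to no-enzyme control.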
TrxR1 substrate = rat thioredoxin reductase 1 substrate activity. O89049. purified TrxR1 substrate turnover, NADPH consumption readout. Potency, µM (highest dose often 114 µM), without a hit: top-dose activity change, negative = substrate turnover. hit rate 0.01% among 390,000; also: potency is read from the fitted curve at half-maximal effect; % is scaled to controls: 0 for no effect and ±100 for the full control effect; nearly all actives have a fitted effect of over 50% in size
Target sequence (O89049 whole entry, looked up): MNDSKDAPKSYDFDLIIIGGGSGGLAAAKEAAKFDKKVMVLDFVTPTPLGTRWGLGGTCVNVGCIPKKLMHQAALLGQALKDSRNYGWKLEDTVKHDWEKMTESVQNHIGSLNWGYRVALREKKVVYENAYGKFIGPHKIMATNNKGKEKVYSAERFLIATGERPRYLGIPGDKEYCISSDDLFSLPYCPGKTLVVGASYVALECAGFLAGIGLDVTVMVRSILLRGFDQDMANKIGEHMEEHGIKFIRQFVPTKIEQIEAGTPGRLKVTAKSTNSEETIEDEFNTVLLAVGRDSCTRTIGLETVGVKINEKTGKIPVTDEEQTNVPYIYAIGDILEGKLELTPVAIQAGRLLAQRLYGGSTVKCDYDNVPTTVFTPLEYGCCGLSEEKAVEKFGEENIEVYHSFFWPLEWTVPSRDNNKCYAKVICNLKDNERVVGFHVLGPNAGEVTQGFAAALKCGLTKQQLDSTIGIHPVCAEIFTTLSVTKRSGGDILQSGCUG
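Rat TrxR1, dispensed at 90 nM, was prereduced with 400 uM NADPH (final) for 5 min at ~22 deg C, then incubated with compound 15 min before 400 uM selenite. A first-read NADPH fluorescence drop versus no-compound background flagged substrates.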
RGS4 inh = human RGS4 inhibition | P49798 | Transcreener GDP fluorescence polarization, RGS4-accelerated GTP hydrolysis | Potency, µM (doses to about 114 µM), for the others: at the highest dose activity change, negative = inhibition, usual class: inhibitors | hit rate 0.039% among 390,000; also: potency is read from the fitted curve at half-maximal effect; % is scaled to controls: 0 for no effect and ±100 for the full control effect; nearly all actives have a fitted effect of over 75% in size; some results filed as inactive show a strong effect at the top dose
Target sequence (P49798 whole entry, looked up): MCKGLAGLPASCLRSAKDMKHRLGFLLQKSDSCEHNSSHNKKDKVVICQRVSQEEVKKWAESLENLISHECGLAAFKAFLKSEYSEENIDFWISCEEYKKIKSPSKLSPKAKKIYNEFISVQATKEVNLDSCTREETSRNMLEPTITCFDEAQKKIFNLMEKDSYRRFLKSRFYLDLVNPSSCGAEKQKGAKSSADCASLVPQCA
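MLSMR compounds (23 nl, pin-transferred) preincubated 10 min at room temperature with a 500nM (2x) first reagent, then RGS4 at 900nM (2x) plus Transcreener GDP mix added; fluorescence polarization (620/688 nm) read before and after 90 min at 30 °C.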
LDHA block = inhibitors of human lactate dehydrogenase A | P00338 | purified LDHA, NADH/diaphorase-resazurin fluorescence; hits give low values | activity change, % (values are at about 110 or 230 µM) | hit rate 0.15% among 480,000 | AID 1347041; in the data active = activity change below about -30%; inconclusive = mostly about -25% to -30%;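 also: plate controls were DMSO wells for no effect and wells without enzyme for full effect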
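Human LDH5 (2 nM) was incubated with 0.06 mM NADH and 0.2 mM pyruvate for 5 min at room temperature in Tris pH 7.4. Remaining NADH was coupled through diaphorase/resazurin, and resorufin fluorescence was read at 0 and 20 min.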
rTrxR1 inhibitor = inhibitors of rat thioredoxin reductase 1; O89049; recombinant rTrxR1, NADPH fluorescence consumption, selenite substrate; Potency, µM (top dose mostly 114 µM), without a hit: top-dose activity change, negative = inhibition, most hits filed as inhibitors; hit rate 1% among 390,000; also: potency is read from the fitted curve at half-maximal effect; % is scaled to controls: 0 for no effect and ±100 for the full control effect; nearly all actives have a fitted effect of over 65% in size
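Rat TrxR1 (90 nM in the dispensed reagent) was pre-reduced with 400 uM NADPH for 5 min at room temperature, then incubated with compound for 15 min. After 400 uM selenite was added, NADPH fluorescence (Ex 340/Em 450 nm) was followed for 8 min.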
Vif-APOBEC3F blk = blocks the Vif interaction with APOBEC3F; HeLa A3F-eYFP + Vif (tagged APOBEC3F with the HIV-1 protein that degrades it), YFP fluorescence increase; Potency, µM (highest dose often 46.1 µM), without a hit: at the top dose activity, negative = active; hit rate 0.2% among 390,000; also: potency is read from the fitted curve at half-maximal effect; % of control where 0% means no effect; nearly all actives have a fitted effect of over 65% in size
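Fluorescence increase (Ex 488/Em 500-530) after overnight compound treatment at 37 deg C flags inhibition of Vif-driven A3F-eYFP loss in stable HeLa A3F-eYFP/Vif cells seeded overnight beforehand.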
Starred values were filed as active, the others as inactive; ? = inconclusive; [ ] = dose if it differs, or a comment. Unless noted, calls follow the shape of the dose curve; as a rule, active = well fitted curve in the direction sought with a large enough effect; inconclusive = small, poorly fitted or top-dose-only effect, or another doubt; inactive = no such curve, though single readings can be large; an effect the other way counts as inactive or inconclusive. A portion of the library; rates above refer to the full screens.

no. | compound | USP1 inh | Vif-APOBEC3G blk | Glioma ERSR ind | mIDH1 inhibitor | TrxR1 substrate | RGS4 inh | LDHA block | rTrxR1 inhibitor | Vif-APOBEC3F blk
1 | COc1cccc(N2CC(C(=O)Nc3nnc(SCC(=O)NCC4CCCO4)s3)CC2=O)c1 (stereo unspecified) | -11% | -1% | -2% | 9% | -10% | ? | -1 | -18% | 0%
2 | COc1cccc(C2N(c3cccc(Cl)c3)C(=O)C3CCCN32)c1OC (stereo unspecified) | -14% | 3% | -5% | 7% | 19%[57.1 µM] | 0% | 3 | 43%[activator][57.1 µM] | 1%
3 | Cc1ccc2oc(-c3cccc(NC(=S)NC(=O)/C=C/c4ccco4)c3)nc2c1 | -6% | ? | -8% | -1% | -22% | ? | -2 | -61% | -11%
4 | COc1ccc(CC(C)N2CCN(c3cccc(C(F)(F)F)c3)CC2)cc1OC (stereo unspecified) | -5% | 3% | -4% | 9% | 6%[57.1 µM] | 35% | -4 | 22% | -2%
5 | CCc1ccc(C(=O)COC(=O)c2cccnc2Cl)cc1 | -34% | 4% | 1% | -2% | -3% | -9% | -3 | 12%[57.1 µM] | -7%
6 | CCOC(=O)CNC(=O)CSc1nc(-c2ccccc2)ns1 | -12% | -1% | 10% | 8% | -6%[57.1 µM] | ? | 1 | 47%[57.1 µM] | -12%
7 | Cc1ccc(N2C(=O)CCSC23C(=O)N(Cc2ccccc2)c2ccccc23)cc1F (stereo unspecified) | -29% | -4% | 9% | 22µM* | -3% | -17% | -5 | 22% | -17%
8 | COc1ccc(NC(=O)Cn2c(SCc3ccc(C)cc3)nc3cccnc32)cc1OC | -13% | -12% | -3% | 2% | -1% | 4% | 8 | 5% | 3%
9 | CSc1ccc(/C=C(/NC(=O)c2ccccc2)C(=O)NCCCn2ccnc2)cc1 | -17% | 3% | -1% | 10% | -11% | -13% | -6 | -11% | -11%
10 | CN(Cc1cccs1)C(=O)c1ccc(S(=O)(=O)N2CCCCC2)cc1 | -12% | -2% | -2% | -6% | -9% | 2% | -5 | -5% | 5%
11 | CCC(C)C(=O)Nc1nc(C)c(-c2csc(Nc3ccc(Cl)cc3)n2)s1 (stereo unspecified) | -22% | -1% | -6% | 0% | 2% | ? | -4 | 4%[57.1 µM] | 3%
12 | Nc1nnc(N2CCCCCC2)s1 | -15% | 1% | 1% | -2% | -6% | 2% | -1 | -2% | -11%
13 | COC(=O)c1cn(CC(=O)Nc2ccc(OC)cc2)c2ccccc12 | -17% | 1% | 4% | 2% | 1% | 18% | -5 | 22% | 8%
14 | Cc1ccc(S(=O)(=O)N2c3ccccc3CC2C)cc1 (stereo unspecified) | -24% | ? | -6% | 11% | 1%[57.1 µM] | -5% | 3 | 10%[57.1 µM] | 3%
15 | O=C(Nc1ccccc1)OCCCCOC(=O)Nc1ccccc1 | -11% | -4% | -5% | 0% | 7%[57.1 µM] | 14% | -11 | 9%[57.1 µM] | ?
16 | Cc1cccc2cc(C(c3nnnn3Cc3ccc4c(c3)OCO4)N3CCCC3)c(=O)[nH]c12 (stereo unspecified) | -15% | 1% | -7% | 8% | -2%[57.1 µM] | -50% | 10 | -57% | -1%
17 | O=C(c1ccc2c(c1)OCO2)N1CCNc2ccccc2C1 | -19% | 1% | -1% | 3% | -7% | 6% | 4 | -8% | 6%
18 | Cc1ccc(CNC(=O)c2cnc(N3CCCCC3)c3ccccc23)cc1 | -11% | 3% | -3% | -1% | -11%[57.1 µM] | -6% | 3 | -12%[57.1 µM] | 9%
19 | COc1cc(C2NC(=O)NC(C)=C2C(=O)OC(C)C)ccc1OC(=O)c1ccco1 (stereo unspecified) | 2% | 1% | -3% | 0% | -10% | -7% | 2 | 8% | -6%
20 | CCOc1c2ccc(C(=O)NCCc3cccs3)cc2nn1CC | -21% | 0% | -4% | -6% | 51%[activator][57.1 µM] | -16% | -2 | 32%[57.1 µM] | 0%

Nine compounds already listed, arranged by molar mass, lowest first.
no. | compound | USP1 inh | Vif-APOBEC3G blk | Glioma ERSR ind | mIDH1 inhibitor | TrxR1 substrate | RGS4 inh | LDHA block | rTrxR1 inhibitor | Vif-APOBEC3F blk
12 | Nc1nnc(N2CCCCCC2)s1 | -15% | 1% | 1% | -2% | -6% | 2% | -1 | -2% | -11%
5 | CCc1ccc(C(=O)COC(=O)c2cccnc2Cl)cc1 | -34% | 4% | 1% | -2% | -3% | -9% | -3 | 12%[57.1 µM] | -7%
6 | CCOC(=O)CNC(=O)CSc1nc(-c2ccccc2)ns1 | -12% | -1% | 10% | 8% | -6%[57.1 µM] | ? | 1 | 47%[57.1 µM] | -12%
13 | COC(=O)c1cn(CC(=O)Nc2ccc(OC)cc2)c2ccccc12 | -17% | 1% | 4% | 2% | 1% | 18% | -5 | 22% | 8%
2 | COc1cccc(C2N(c3cccc(Cl)c3)C(=O)C3CCCN32)c1OC (stereo unspecified) | -14% | 3% | -5% | 7% | 19%[57.1 µM] | 0% | 3 | 43%[activator][57.1 µM] | 1%
10 | CN(Cc1cccs1)C(=O)c1ccc(S(=O)(=O)N2CCCCC2)cc1 | -12% | -2% | -2% | -6% | -9% | 2% | -5 | -5% | 5%
4 | COc1ccc(CC(C)N2CCN(c3cccc(C(F)(F)F)c3)CC2)cc1OC (stereo unspecified) | -5% | 3% | -4% | 9% | 6%[57.1 µM] | 35% | -4 | 22% | -2%
16 | Cc1cccc2cc(C(c3nnnn3Cc3ccc4c(c3)OCO4)N3CCCC3)c(=O)[nH]c12 (stereo unspecified) | -15% | 1% | -7% | 8% | -2%[57.1 µM] | -50% | 10 | -57% | -1%
8 | COc1ccc(NC(=O)Cn2c(SCc3ccc(C)cc3)nc3cccnc32)cc1OC | -13% | -12% | -3% | 2% | -1% | 4% | 8 | 5% | 3%
